NCI-60 one-dose screen, 48 h, at 10 µM unless noted. Numbers give growth in % (100 = growth as untreated, 0 = no growth, -100 = all killed).
EKVX – EKVX NSCLC | hit rate 3% among 71,000 | AID 1794765
UACC-257 – UACC-257 melanoma. AID 1794764. hit rate 4.4% among 78,000
A549/ATCC – A549/ATCC NSCLC. hit rate 3.7% among 81,000
SK-MEL-2 – SK-MEL-2 melanoma; hit rate 4.7% among 77,000
SK-MEL-5 – SK-MEL-5 melanoma. hit rate 6.4% among 80,000. AID 1794755
MALME-3M – MALME-3M melanoma. hit rate 5.8% among 78,000
UACC-62 – UACC-62 melanoma; hit rate 5.4% among 81,000
M14 – M14 melanoma; hit rate 6.2% among 80,000; AID 1794745
An asterisk follows results filed as active; . = no result given. Rule for the calls: active = growth percent below 10; inactive = the rest.

entry	compound	EKVX	UACC-257	A549/ATCC	SK-MEL-2
1	CCOC(=O)C1CCN(c2ccc(N3C[C@H](CNC(=O)c4ccc(C(=N)N)cc4)OC3=O)cc2)CC1	100.5	104.0	99.7	115.5
2	O=C(O)c1ccc(-n2cc(CNc3ccc(Cl)cc3)c(-c3cc(C(F)(F)F)cc(C(F)(F)F)c3)n2)cc1	83.8	95.3	81.2	98.9
3	CCN(CC)S(=O)(=O)c1ccc(O)c(NC(=O)c2[nH]c(C)c(C(C)=O)c2CCc2ccc(Cl)cc2)c1	78.0	38.3	37.2	.
4	CCOc1cc(Br)c(Br)c(C=O)c1O	66.6	102.1	101.9	71.5
5	NC1N=C(Nc2ccccc2)N=CC(c2cc3ccccc3oc2=O)=N1 (stereo unspecified)	81.9	83.4	87.4	90.2
6	OC(c1cc2c(Cl)cc(Cl)cc2c2cc(C(F)(F)F)ccc12)C1CCCCN1 (stereo unspecified)	-51.8*	-67.1*	-80.9*	-65.3*
7	O/N=C(/Cc1ccccc1)c1ccccc1	112.1	95.7	98.9	118.3
8	O=C1C(c2nnc(-c3ccccc3)n2-c2cccc(Cl)c2)=C(O)c2ccccc21	100.4	98.7	93.0	101.3
9	CCCCCCCCCCCCCCCCNC(=S)N/N=C/c1ccc(Cl)c(Cl)c1	98.1	100.9	98.5	103.2
10	O=c1oc2ccc3ccccc3c2cc1-c1ccn[nH]1	84.0	96.6	100.9	102.9
11	CN1CCN(C)c2ccncc2C1=O	105.1	102.7	108.2	94.4
12	NC(=O)C(F)(F)F	102.5	106.8	105.1	105.5
13	CC[C@@H](C(=O)[C@@H](C)[C@@H](O)[C@H](C)[C@@H]1O[C@@H]([C@@H](CC)C(=O)NCCc2ccc(F)cc2)CC[C@@H]1C)C1O[C@]2(C=CC(=O)[C@]3(CC[C@@](C)([C@H]4CC[C@](O)(CC)[C@H](C)O4)O3)O2)[C@H](C)C[C@@H]1C (stereo partly specified)	29.6	43.5	20.3	53.0
14	CC(=O)Nc1ccc(/C(C#N)=C/c2ccc(N(C)CCC#N)cc2)cc1	108.1	116.6	88.1	112.9
15	COc1cc(C2=NN(C(C)=O)C(c3cc(OC)c(OC)c(OC)c3)C2)ccc1O (stereo unspecified)	34.8	60.0	21.7	37.9

entry	SK-MEL-5	MALME-3M	UACC-62	M14
1	98.1	102.7	92.6	98.9
2	97.0	82.2	92.3	88.2
3	-25.0*	53.0	20.2	56.8
4	93.2	38.6	79.2	60.2
5	92.5	99.9	96.6	90.6
6	8.3*	-44.0*	-72.4*	-82.3*
7	107.6	118.2	92.7	106.5
8	95.1	118.7	83.3	112.5
9	108.4	104.2	110.2	110.8
10	98.9	.	84.7	101.4
11	107.1	103.3	106.8	101.1
12	95.8	108.8	106.0	97.8
13	24.6	36.0	26.7	25.4
14	94.4	105.5	98.0	107.1
15	6.7*	49.4	15.3	-28.3*

(more compounds)
entry	compound	EKVX	UACC-257	A549/ATCC	SK-MEL-2
16	CN1CCN(c2ccnc(NCCNc3nc(N4CCOCC4)nc(N4CCOCC4)n3)n2)CC1	.	92.4	104.5	.
17	COc1ccc(C2C=C(C)N=C3SC(C)=CN32)cc1 (stereo unspecified)	.	97.8	107.8	109.4
18	Cc1ccc(C(=O)c2ccc(CC(=O)NNC(=O)Nc3c(Cl)cccc3Cl)n2C)cc1	94.4	94.6	92.1	103.2
19	CC(=O)c1cnn(-c2cc(=O)[nH]c3ccc(Cl)cc23)c1C	86.1	96.1	94.9	105.1
20	CN1C(=O)/C(=C/c2ccc(C(=O)Nc3ncc(Cc4ccc(F)cc4)s3)cc2)SC1=S	48.4	65.6	46.8	71.2
21	Cc1cc2c(=O)[nH]c(N)nc2[nH]1	.	99.3	101.8	105.4
22	NCCCNc1nc2ccccc2c2c1S(=O)(=O)c1ccc(Cl)cc1C2=O	101.1	82.6	95.8	99.9
23	C[C@]12CCC(=O)C=C1CC[C@H]1[C@@H]3C[C@@H](O)[C@](O)(C(=O)CO)[C@@]3(C)C[C@H](O)[C@@]12F	88.4	82.1	63.1	108.8
24	COc1ccc2c(c1)O/C(=C/c1ccc(O)c(OC)c1)C2=O	100.8	103.2	94.9	104.7
25	Nc1nc(Nc2ccccc2)n(Cc2c(F)cccc2F)n1	92.7	103.7	100.8	106.5
26	COc1cc([N+](=O)[O-])cc(OC)c1OC	103.6	114.0	110.2	114.1
27	O/N=C(/CSc1nnc(-c2ccccc2)n1-c1ccccc1)c1ccccc1	95.4	87.6	88.6	100.6
28	Cn1cc(-c2nonc2-c2c[nH]c3ccc(F)cc23)c2cccnc21	63.0	89.9	80.4	90.1
29	CC(C)OC(=O)N1CCN(C(=O)OC(C)C)CC1	100.4	94.1	98.7	108.6
30	COc1ccc2c(c1OC)OCC(CN(C)C)C2=O (stereo unspecified)	99.4	99.1	98.9	111.9

entry	SK-MEL-5	MALME-3M	UACC-62	M14
16	.	114.7	103.9	105.1
17	98.8	97.5	97.2	95.1
18	95.9	105.8	88.9	104.6
19	94.1	86.7	84.3	108.5
20	17.6	47.1	9.3*	19.6
21	101.6	107.9	109.1	100.1
22	106.2	82.9	86.1	88.2
23	100.8	87.0	98.0	85.6
24	96.0	127.5	94.1	106.4
25	96.6	86.1	76.3	103.3
26	112.6	97.8	101.5	108.0
27	89.2	100.1	87.7	102.9
28	78.2	93.4	64.4	90.3
29	100.8	101.7	98.7	92.6
30	101.4	71.5	95.9	98.5

Next section (2 carried over from the part before).
entry	compound	EKVX	UACC-257	A549/ATCC	SK-MEL-2
29	CC(C)OC(=O)N1CCN(C(=O)OC(C)C)CC1	100.4	94.1	98.7	108.6
30	COc1ccc2c(c1OC)OCC(CN(C)C)C2=O (stereo unspecified)	99.4	99.1	98.9	111.9
31	CC(=O)Nc1cc2c(cc1[N+](=O)[O-])-c1ccccc1C2O (stereo unspecified)	102.9	109.7	104.4	113.0
32	Clc1cnc2ccccc2n1	100.7	107.6	110.9	108.5
33	COc1ccc(-c2cs/c(=N\N=C\c3ccc(F)cc3)n2-c2ccccc2)cc1	78.6	86.4	88.3	96.3
34	COc1ccc(N=Nc2c(N)nn3c(N)c(C#N)c(-c4ccc(OC)cc4)nc23)cc1	96.4	108.6	106.1	106.2
35	CCN(CC)c1ccc(C(=O)c2ccc(N(CC)CC)cc2)cc1	55.0	76.2	31.9	18.7
36	C=C1C(=O)O[C@H]2[C@H]1CC/C(CNC(=O)/C=C/c1ccc(Br)cc1)=C\CC[C@@]1(C)O[C@@H]21	-47.8*	-40.5*	14.2	-18.0*
37	CC(C)(C)OC(=O)NCCc1ccc(N)cc1	101.4	98.2	91.0	86.1
38	O=C(O)c1cc(-c2ccccc2)c2sc(=O)[nH]c2n1	109.2	97.8	91.4	106.7
39	CC(C)=C[C@@H]1CC2Cc3ccccc3N1O2 (stereo partly specified)	97.8	102.3	99.9	.
40	COc1ccc2nc(Nc3cccc(NC(=O)c4ccc(CN5CCCN(C)CC5)c(C(F)(F)F)c4)c3)ccc2c1	-98.5*	-34.0*	-24.8*	-74.5*
41	Cc1cc(C)c2sc(=O)n(Cc3nnc(SCCC(=O)O)o3)c2n1	102.1	101.0	104.4	.
42	COc1cc2c(cc1OC)C1Cc3cc(OC)c(OC)cc3C(C2)N1	.	101.7	102.8	133.2
43	C1CC2C(CCCC23OCCO3)C2(C1)OCCO2 (stereo unspecified)	.	103.9	100.6	117.1
44	CC(OC1CCC(OC2NCC(C(F)(F)F)CC2Cl)CC1)C(=O)NCCCCC(NC(=O)COCCOCCNC(=O)c1ccc(N2CCN(Cc3ccc(Cl)cc3)CC2)c([N+](=O)[O-])c1)C(=O)NCCCCC(NC(=O)COCCOCCNC(=O)C(NS(=O)(=O)C1CCC(N=NC2CCC(N(C)C)CC2)CC1)C(C)C)C(=O)NCCOCCOCC(=O)NC(CCCCNC(=O)CN1CCN(CC(=O)O)CCN(CC(=O)O)CCN(CC(=O)O)CC1)C(=O)O (stereo unspecified)	98.7	92.7	95.6	104.8
45	Cc1nn(-c2ccc(Cl)cc2)c2nc3[nH]c(=O)[nH]c(=O)c3nc12	100.2	121.1	103.6	127.5

entry	SK-MEL-5	MALME-3M	UACC-62	M14
29	100.8	101.7	98.7	92.6
30	101.4	71.5	95.9	98.5
31	106.6	107.0	100.4	106.3
32	99.0	117.1	99.5	97.6
33	91.8	69.4	62.8	.
34	101.1	101.8	97.1	100.5
35	23.7	67.2	37.6	0.7*
36	28.7	-78.0*	-93.5*	-72.4*
37	99.2	95.8	100.1	103.6
38	99.1	99.6	92.9	101.0
39	102.0	.	100.0	99.4
40	-69.2*	-58.3*	-61.1*	-49.4*
41	.	99.2	95.5	103.9
42	99.4	82.3	101.8	100.3
43	102.8	116.5	121.1	105.3
44	91.5	93.0	91.9	94.0
45	99.4	106.2	90.7	101.0

By substructure: the compounds so far containing two or more sulfur atoms.
entry	compound	EKVX	UACC-257	A549/ATCC	SK-MEL-2
20	CN1C(=O)/C(=C/c2ccc(C(=O)Nc3ncc(Cc4ccc(F)cc4)s3)cc2)SC1=S	48.4	65.6	46.8	71.2
41	Cc1cc(C)c2sc(=O)n(Cc3nnc(SCCC(=O)O)o3)c2n1	102.1	101.0	104.4	.

entry	SK-MEL-5	MALME-3M	UACC-62	M14
20	17.6	47.1	9.3*	19.6
41	.	99.2	95.5	103.9

The list goes on.
entry	compound	EKVX	UACC-257	A549/ATCC	SK-MEL-2
46	CCN(CC)CCCC(C)Nc1ccnc2cc(C)ccc12 (stereo unspecified)	99.1	114.1	112.9	112.0
47	Nn1c(N/N=C/c2nc(Br)cs2)n[nH]c1=S	83.0	100.7	86.8	104.4
48	CCOC(=O)c1nn(C2CCCCO2)c2ccc(NC(=O)COc3cccc4cccnc34)cc12 (stereo unspecified)	106.1	105.2	107.0	107.0
49	COC(=O)c1cc(NC(=O)Nc2cc(C(=O)OC)n(C)c2)cn1C	108.7	100.2	101.0	100.0
50	CCCCC1COc2cccc3c2N1C=C/C3=C\C(=O)N(C)c1ccccc1OC(F)(F)F (stereo unspecified)	103.0	96.1	89.5	103.1
51	COc1ccccc1N1CCN(c2ncnc3[nH]ccc23)CC1	99.4	113.4	87.3	88.6
52	COCCOCCOCCOCCOc1ccc2c(c1)C(=O)c1nc3ncccc3c(=O)n1-2	10.5	-83.9*	-77.4*	6.2*
53	O=C(O)c1cccc(N2C(=O)/C(=C/C3=Cc4ccccc4OC3)SC2=S)c1	98.4	114.1	108.4	103.7
54	CCOc1ccc(NC(=O)Nc2cc(C(C)C)c(O)cc2C)cc1	110.8	122.1	105.8	.
55	Cc1cc2nc(CC(=O)c3ccncc3)c(=O)[nH]c2cc1C	56.1	107.1	98.5	115.2
56	Brc1c[n+](Cc2ccc3ccccc3c2)cn1Cc1ccc2ccccc2c1	60.1	-35.4*	70.0	17.3
57	CC(C)CCC[C@@H](C)[C@H]1CC[C@H]2[C@@H](Nc3ccc(O)cc3)CCC[C@]12C	109.1	42.2	95.5	86.1
58	COc1ccc(Cc2nnc3sc(-c4sc(C)nc4C)nn23)cc1	.	107.7	92.0	107.0
59	CCCCCCOc1ccc(C(=O)O)cc1	101.1	107.2	96.0	104.7
60	CCCCCCCCCCCCCCCCSC1CC(=O)N(c2ccc3c(c2)Cc2ccccc2-3)C1=O (stereo unspecified)	102.4	81.1	82.0	97.8

entry	SK-MEL-5	MALME-3M	UACC-62	M14
46	93.0	123.7	96.5	100.3
47	90.1	101.1	92.0	102.0
48	90.9	101.8	102.4	101.8
49	90.8	102.2	83.0	89.1
50	102.0	102.7	81.5	101.3
51	107.1	93.5	100.5	101.3
52	-100.0*	-96.2*	-97.2*	-90.4*
53	98.2	103.8	98.0	101.3
54	93.4	142.8	93.5	107.9
55	98.1	108.6	88.9	106.2
56	-85.2*	-4.9*	-59.8*	1.8*
57	97.9	132.5	76.5	102.1
58	97.0	115.4	98.2	.
59	101.0	109.5	102.1	103.4
60	100.1	111.4	85.7	102.2

Compound activity deposited in PubChem by NCI.
